PG9 Ab binder: binders of HIV-1 gp120 antibody PG9, primary screen, biochemical, TR-FRET; HIV-1 gp120 / PG9 antibody interaction; TR-FRET gp120-PG9 antibody binding; inhibition, % at 6.7 µM; 360,000 tested, 0.43% active; in the data active = inhibition above about 8.5%
HTRA1 inh: HTRA1 serine protease inhibitors, primary screen, biochemical, fluorescence polarization, HTS | Q92743 | recombinant HTRA1, FP-rhodamine activity-based probe | inhibition, % at 5.96 µM | 340,000 tested, 0.5% active; in the data active = inhibition above about 36%;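 also: 0% = enzyme with DMSO and 100% = wells lacking enzyme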
Target sequence (Q92743 whole entry, looked up): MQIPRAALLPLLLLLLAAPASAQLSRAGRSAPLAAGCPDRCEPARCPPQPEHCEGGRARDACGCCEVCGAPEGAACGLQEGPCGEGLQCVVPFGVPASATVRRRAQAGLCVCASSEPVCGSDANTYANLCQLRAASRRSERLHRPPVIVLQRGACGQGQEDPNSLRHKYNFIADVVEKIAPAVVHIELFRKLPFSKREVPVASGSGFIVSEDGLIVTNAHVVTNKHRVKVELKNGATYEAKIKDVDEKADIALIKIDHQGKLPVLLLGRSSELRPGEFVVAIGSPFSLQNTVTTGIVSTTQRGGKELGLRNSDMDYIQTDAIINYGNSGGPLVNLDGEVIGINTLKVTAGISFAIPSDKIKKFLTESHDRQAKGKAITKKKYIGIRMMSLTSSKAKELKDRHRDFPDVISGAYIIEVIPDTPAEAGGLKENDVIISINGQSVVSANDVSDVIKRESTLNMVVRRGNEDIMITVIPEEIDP
LEDGF integ inh: blockers of LEDGF/p75-dependent integrase strand transfer – biochemical, TR-FRET, high throughput, primary screen | TR-FRET IN-LEDGF/p75 DNA integration, Eu/Cy5 | HIV-1 integrase (with human LEDGF/p75) | AID 743269, 2014 | 370,000 tested, 0.64% active | inhibition, % at 3.7 µM;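 active = inhibition above the screen-wide mean plus 3 SD, cut at about 13% in these data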;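 also: signal is the Cy5 over europium emission ratio at 671 and 618 nm; 0% = plate median of compound wells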
TCR CD3 inh: inhibitors of human TCR-CD3 interaction, primary screen, biochemical, fluorescence, TAMRA-labeled TCR probe; T-cell receptor (TCR); inhibition, % at 9.4 µM; 360,000 tested, 0.37% active; in the data active = inhibition above about 19%;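 also: recombinant mutant TCR 2C K166C tagged with TAMRA read by polarization; 0% = receptor in buffer alone and 100% = receptor with positive control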
PRMT1 inh: PRMT1 methyltransferase inhibitors, primary screen, biochemical, fluorescence polarization. inhibition, % at 2.79 µM. recombinant PRMT1, activity-based probe fluorescence polarization. 370,000 tested, 1.3% active;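 active = inhibition above about 21% made by adding two undisclosed values, limit read from the data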
UHRF1 binding: UHRF1 methylated DNA binding inhibitors, primary screen, counter-screen for MBD2 inhibitor project, biochemical, TR-FRET, human UHRF1, single concentration | E3 ubiquitin-protein ligase UHRF1 (Homo sapiens), Q96T88 | UHRF1 binding to methylated oligo | inhibition, % at 4.4 µM | 370,000 tested, 0.75% active | AID 687016, 2013; in the data active = inhibition above about 21%;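 also: UHRF1 SRA domain binding a hemimethylated CpG hairpin DNA probe; 0% = median of test compound wells and 100% = reference inhibitor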
DDE Tn7 FP inh: inhibitors of Tn7 peptide binding to fibrin DD(E), primary screen, biochemical, fluorescence polarization, human fibrin, Tn7 probe. Fibrinogen beta chain (Homo sapiens), P02675. FP displacement of FITC-Tn7 peptide from fibrin DD(E); 0% = median of compound wells per plate. inhibition, % at 8.3 µM. 370,000 tested, 0.13% active. AID 720508, 2013;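 active = inhibition above the mean of compounds falling within the control limits plus 3 SD of them, cut at about 14% in these data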;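 also: 0% = plate median of compound wells and 100% = 10 µM Aha-Tn7 peptide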
Target sequence (P02675 whole entry, looked up): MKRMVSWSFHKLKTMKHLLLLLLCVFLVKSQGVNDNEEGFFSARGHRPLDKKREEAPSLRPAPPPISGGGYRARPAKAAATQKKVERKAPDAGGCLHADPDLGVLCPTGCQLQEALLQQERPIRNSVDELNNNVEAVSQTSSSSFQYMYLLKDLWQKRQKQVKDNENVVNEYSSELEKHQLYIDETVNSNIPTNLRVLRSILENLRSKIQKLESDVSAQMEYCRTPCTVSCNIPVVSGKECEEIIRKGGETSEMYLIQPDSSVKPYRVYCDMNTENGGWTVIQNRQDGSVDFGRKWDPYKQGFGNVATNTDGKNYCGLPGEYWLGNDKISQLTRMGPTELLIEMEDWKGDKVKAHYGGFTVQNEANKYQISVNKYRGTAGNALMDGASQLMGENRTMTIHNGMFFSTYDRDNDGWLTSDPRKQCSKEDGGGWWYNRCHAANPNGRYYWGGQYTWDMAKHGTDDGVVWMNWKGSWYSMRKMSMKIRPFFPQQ
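assay system = human clot-derived fibrin DD(E) complex | quantity = Fibrin-DD(E) at 2 µM final | timing = 10 min preincubation, 3 h with tracer, room temperature | signal = fluorescence polarization | measure = percent inhibition | benchmarks = high control wells with 10 µM unlabelled Aha-Tn7 peptide (full inhibition) | replicates = singlicate testing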
mABHD4 FP: ABHD4 inhibitors, primary screen, biochemical, fluorescence polarization, mouse; 370,000 tested, 0.54% active; inhibition, % at 8.92 µM; purified mABHD4, FP-Rh probe fluorescence polarization;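 active = inhibition exceeding the mean over every tested compound plus 3 SD, cut at about 30% in these data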;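 also: 0% = plate median of compound wells and 100% = S159A mutant with DMSO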
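System: mouse ABHD4 enzyme, wild type / Medium: HEPES pH 7.0, NaCl, Pluronic buffer / Reagent: FP-Rh activity-based fluorescent probe / Control set: S159A mutant high control, sample median low control / Detection: fluorescence polarization with parallel and perpendicular emission, 525/598 nm / Schedule: 45 min + 60 min at 25 °C / Compound dosing: 8.92 µM, single dose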
SIAE primary: human SIAE inhibitors, primary screen, biochemical, fluorescence polarization, FP-Rh probe, 1536-well HTS. SIAE FP-Rh probe binding. Sialate O-acetylesterase (Homo sapiens), Q9HAT2. 370,000 tested, 0.69% active. AID 1053197, 2014. inhibition, % at 9.66 µM;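 active = inhibition above a cutoff: mean of compounds within the control limits plus 3 SD of those, cut at about 17% in these data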;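 also: 0% = plate median of compound wells and 100% = probe without SIAE protein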
TDP2 inh: human TDP2 enzyme inhibitors, primary screen, biochemical, epi absorbance, recombinant enzyme; T5PNP hydrolysis, p-nitrophenol absorbance 415 nm; inhibition, % at 12.8 µM; 370,000 tested, 0.34% active;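 active = inhibition above the mean of all tested compounds plus 3 SD, set per campaign, cut at about 25% in these data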;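 also: 0% = DMSO with enzyme and 100% = buffer with substrate but no TDP2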
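System – recombinant human TDP2 · Amount – 120 nM TDP2 per well · Buffer or medium – Mg2+-containing Tris-HCl buffer, pH 7.5 · Reagent – T5PNP substrate, 5 mM · Dosing – 12.8 µM single point, 1% DMSO · Incubation – 2 h at 37 °C · Measured by – epi absorbance · Read-out basis – percent inhibition · Benchmarks – high control without enzyme, low control DMSO plus TDP2 · Repeats – singlicate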
* = called active by the depositor; . = not tested or not shown.

(1) Cn1cc(CCNC(=O)CCc2nnc(CCCCc3ccccc3)o2)cn1
(2) COc1ccc(-c2ccc3c(N)c(C(=O)NC(C)C)sc3n2)cc1OC
(3) C=CCNc1nnc(SCC(=O)N2CCCCC2)c2ccccc12
(4) CN(C(=O)COc1ncnc2sccc12)C1CCCCC1
(5) CCC[C@@H](CN[C@@H](CNC)C(C)C)NCCCCc1ccccc1
(6) CS(=O)(=O)N1CCN(C(=O)c2ccncc2)CC1
(7) CNS(=O)(=O)c1ccc(NC(=O)c2csc(C)c2)cc1
(8) Cc1ccc(C(=O)OCC(=O)NC(=O)c2cccn2C)cc1
assay / entry	1	2	3	4	5	6	7	8
PG9 Ab binder	0.4	0.9	-1.7	1.8	-1.7	2.6	2.1	-0.8
HTRA1 inh	-2	.	2	-4	-3	4	-4	0
LEDGF integ inh	0	4	1	-8	1	2	-3	5
TCR CD3 inh	7	-2	10	-4	7	2	4	11
PRMT1 inh	0	21	15	3	0	-1	3	1
UHRF1 binding	5	13	-2	-1	0	-2	-1	0
DDE Tn7 FP inh	0	-6	2	0	4	-1	-5	1
mABHD4 FP	2	-14	-2	2	4	-4	-4	-2
SIAE primary	-4	-9	-3	-1	0	13	4	0
TDP2 inh	-14	-14	-1	-4	9	-3	2	-5

(9) CC1CCN(C(=O)Oc2ccccc2)CC1
(10) O=C(O)c1ccc(NC(=O)c2cn(-c3ccccc3)nc2-c2ccccc2)cc1
(11) CC1CCN(C(=O)CSc2nnc3ccccn23)CC1
(12) CNS(=O)(=O)c1ccc(NC(=O)C2c3ccccc3Oc3ccccc32)cc1
(13) COc1ccc(N2CCN(C(=O)c3ccc(Br)cc3)CC2)c([N+](=O)[O-])c1
(14) CCC(CO)NCc1ccc(OCC(O)c2ccccc2)c(OC)c1 (configuration not stated)
(15) COc1ccccc1-n1ccnc1SCC(=O)NCC1CCCO1 (configuration not stated)
(16) Cc1ccc(S(=O)(=O)Nc2cc3c4c(c2)CCN4C(=O)CC3)cc1
assay / entry	9	10	11	12	13	14	15	16
PG9 Ab binder	-1.4	-1.2	1.7	2.7	-0.9	0.1	0.2	-1.6
HTRA1 inh	5	-12	7	-6	-6	0	0	-3
LEDGF integ inh	-4	-4	-5	-2	-1	-1	-1	4
TCR CD3 inh	-4	5	1	-8	1	3	4	1
PRMT1 inh	2	1	4	0	-1	-2	4	-3
UHRF1 binding	4	2	1	8	1	0	1	1
DDE Tn7 FP inh	-3	3	10	6	8	0	-2	-4
mABHD4 FP	-1	-47	4	0	7	-5	7	4
SIAE primary	-2	-11	0	-5	12	0	2	4
TDP2 inh	-9	-3	-4	-5	3	4	7	6

(17) COc1ccc(C(=O)N/N=C(\N)c2cc3ccccc3oc2=O)cc1
(18) COc1ccc(S(=O)(=O)NCC2CCCN(Cc3cccc(C(C)=O)c3)C2)cc1 (configuration not stated)
(19) CC1CCCN(C(=O)c2ccc(S(=O)(=O)Nc3ccccc3Cl)cc2)C1 (configuration not stated)
(20) Cc1nc([N+](=O)[O-])cn1CC(=O)c1ccccc1
(21) CCN1Cc2ccccc2-c2ccccc2S1(=O)=O
(22) COc1ccc(CCc2nnc(CCC(=O)NCC3CCCO3)o2)cc1 (configuration not stated)
(23) Cc1ccc(NS(=O)(=O)c2cc(C(=O)NCc3cccnc3)ccc2C)cc1
(24) Cc1ccc(Nc2c3c(nc4ccccc24)CCC3)cc1
assay / entry	17	18	19	20	21	22	23	24
PG9 Ab binder	-1.3	1.5	2.4	-1.7	-0.7	-2.9	0.7	0.8
HTRA1 inh	-9	-5	-4	5	6	6	0	.
LEDGF integ inh	0	1	1	-1	2	0	2	-5
TCR CD3 inh	2	-5	-5	-4	3	-3	-1	6
PRMT1 inh	-2	-3	5	9	-5	-2	-5	-4
UHRF1 binding	-1	-3	1	3	0	3	2	0
DDE Tn7 FP inh	0	3	2	6	-5	2	-9	6
mABHD4 FP	1	3	1	-7	-7	-4	1	8
SIAE primary	2	11	6	0	-4	8	0	-2
TDP2 inh	2	10	-1	-4	-7	1	2	-8

Next part, overlapping the part above by 4 compounds.
(21) CCN1Cc2ccccc2-c2ccccc2S1(=O)=O
(22) COc1ccc(CCc2nnc(CCC(=O)NCC3CCCO3)o2)cc1 (configuration not stated)
(23) Cc1ccc(NS(=O)(=O)c2cc(C(=O)NCc3cccnc3)ccc2C)cc1
(24) Cc1ccc(Nc2c3c(nc4ccccc24)CCC3)cc1
(25) CCC(C)c1ccc(Nc2ncccc2C#N)cc1 (configuration not stated)
(26) CCCCCCCCCSc1n[nH]c(N)n1
(27) CCOC(=O)c1c(C)[nH]c(C(=O)CN2C(=O)NC(C)(c3ccc(C)cc3)C2=O)c1C (configuration not stated)
(28) CCCNc1nc(C)cc(-c2cc(C(=O)NC3CCCC3)on2)n1
(29) COC(=O)C1=C(C)N(C)C(=O)/C1=C\c1cccs1
(30) COc1ccc(Nc2nnc(SCc3cc([N+](=O)[O-])cc4c3OCOC4)s2)cc1
(31) COc1cc(OC)cc(C(=O)Nc2nc(CC(=O)NCc3ccccc3OC)cs2)c1
(32) CN(CC(=O)Nc1c(Cl)cccc1Cl)CC(=O)N1CCc2ccccc21
assay / entry	21	22	23	24	25	26	27	28	29	30	31	32
PG9 Ab binder	-0.7	-2.9	0.7	0.8	-0.1	-1.5	0.2	1.3	-5.0	0.0	-0.8	0.7
HTRA1 inh	6	6	0	.	-15	-3	-36	-4	5	-2	-54	1
LEDGF integ inh	2	0	2	-5	-2	46*	-2	1	2	0	4	2
TCR CD3 inh	3	-3	-1	6	-3	3	3	11	-2	-2	5	0
PRMT1 inh	-5	-2	-5	-4	1	0	-2	-4	2	5	-3	-5
UHRF1 binding	0	3	2	0	9	0	-1	-1	0	4	-2	-1
DDE Tn7 FP inh	-5	2	-9	6	1	3	1	-1	3	-4	-5	-8
mABHD4 FP	-7	-4	1	8	-1	-4	-1	4	-3	-2	-5	7
SIAE primary	-4	8	0	-2	-3	3	-13	2	2	-2	-4	3
TDP2 inh	-7	1	2	-8	7	-2	-2	4	-4	-6	6	0

(33) O=C(NCC1CCCO1)c1cccc(NC(=O)c2ccc(Br)cc2)c1 (configuration not stated)
(34) CCOc1ccc(S(=O)(=O)Nc2cc(Cl)ccc2O)cc1
(35) CCc1nc2ccc(C(=O)N3CCN(C(=O)c4ccco4)CC3)cn2c1N(C)CCC(C)C
(36) N#C/C(=C/c1ccc(OCc2ccc(C(=O)O)cc2)c(Br)c1)c1cccc(F)c1
(37) CCOc1ccccc1N1CN(C2CCCCC2)CNC1=S
(38) COc1cc(/C=C/c2nnc3c4ccccc4ncn23)cc(OC)c1OC
(39) CC(C)OCCCNC(=S)N1CCC(C(=O)c2ccc3c(c2)OCCO3)CC1
(40) CN1CCN(Cc2cccc(Oc3ccccc3)c2)CC1
assay / entry	33	34	35	36	37	38	39	40
PG9 Ab binder	-2.0	-3.0	-1.5	-0.7	-0.7	-2.5	-1.4	0.1
HTRA1 inh	-8	-11	.	-31	.	-20	-6	6
LEDGF integ inh	-3	-2	-1	0	-3	-2	3	2
TCR CD3 inh	11	6	-2	1	-6	7	3	4
PRMT1 inh	-1	0	1	1	0	-3	-1	-2
UHRF1 binding	-1	-1	0	8	0	-6	0	-4
DDE Tn7 FP inh	-1	-2	-5	3	-7	-1	-1	-8
mABHD4 FP	0	-2	5	-16	70*	-4	-4	-11
SIAE primary	8	-9	8	-13	5	-9	-3	1
TDP2 inh	-7	4	4	9	5	-16	8	6

(41) O=C1/C(=C/c2cccs2)COc2ccccc21
(42) S=c1nc(COc2ccccc2)[nH]c2ccccc12
(43) CCN(Cc1ccncc1)Cc1ccc(OC)cc1OC
(44) COC(=O)CN1C(=O)C(C)=C(c2ccc(C)cc2)S1(=O)=O
(45) CCS(=O)(=O)N1CCN(S(=O)(=O)c2ccc3ccccc3c2)CC1
(46) O=C(NC(Nc1nc2ccc([N+](=O)[O-])cc2s1)(C(F)(F)F)C(F)(F)F)c1ccccc1Cl
(47) Nc1nonc1-n1nnc(C(=O)N/N=C/c2ccc(OCc3ccccc3)cc2)c1CNc1ccccc1
assay / entry	41	42	43	44	45	46	47
PG9 Ab binder	-0.3	13*	1.2	-1.6	1.2	-1.0	-0.5
HTRA1 inh	-4	4	0	-1	5	-40	-4
LEDGF integ inh	-4	4	6	-2	-1	1	3
TCR CD3 inh	4	-6	8	-5	-13	6	5
PRMT1 inh	-2	6	-7	0	1	-4	1
UHRF1 binding	-2	2	0	0	3	-6	-4
DDE Tn7 FP inh	0	-1	-1	5	3	-6	1
mABHD4 FP	-5	3	7	1	-6	-31	2
SIAE primary	2	1	9	7	-3	-2	-4
TDP2 inh	4	-10	3	11	-14	-12	3
